TRAIL sens C8: sensitizes caspase-8 expressing cells to TRAIL; hit rate 1% among 360,000; inhibition (viability loss, TRAIL sensitization), % at 10 µM; NB7+C8 cells + TRAIL, ATPlite viability luminescence;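 active = compounds causing at least 50% loss of cell viability in the single-dose screen, relative to plate controls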
NCOA3 inh: human NCOA3 inhibition | inhibition, % at 3.6 µM | Q9Y6Q9 | HEK293 GAL4-SRC3 luciferase reporter, luminescence | hit rate 0.17% among 360,000 | AID 588352;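 active = inhibition above a per-campaign cutoff, the mean of all compounds plus 3 SD, cut at about 60% in these data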;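 also: 0% = DMSO-treated cells and 100% = gossypol-treated cells at 36 µM; higher means less SRC3-driven luciferase light from the GAL4 reporter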
LMP1 NFkB inh: inhibitors of Epstein-Barr LMP1-induced NF-kappaB reporter | inhibition, % at 12.5 µM | LMP1-induced NF-kappaB luciferase reporter cells, luminescence | hit rate 0.69% among 350,000; in the data active = inhibition above about 41%;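 also: 0% = neutral control wells and 100% = reference inhibitor control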
SRC1 inh: inhibits human SRC1 coactivator; Q15788; HEK293 GAL4-SRC1 luciferase reporter, luminescence; inhibition, % at 3.6 µM; hit rate 0.12% among 360,000; AID 588354;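 active = inhibition above the campaign mean plus 3 SD, with each screening campaign given its own cutoff, cut at about 60% in these data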;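 also: 0% = DMSO treated cells and 100% = gossypol at 36 µM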
KKLEB cytotox: CF airway cell cytotoxicity counter-screen; KKLEB CF airway cells viability, ATPlite luminescence, overnight; active compounds read low; cells stimulated with P. aeruginosa culture filtrate; activity change (cytotoxicity), % at 5 µM; hit rate 0.36% among 360,000; AID 602141;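 active = corrected activity change at or below -50% at 5 µM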
NR5A2 inv ag: NR5A2 inverse agonism in reporter assay | O00482 | inhibition, % at 3.6 µM | HEK293T StAR-luciferase reporter, LRH-1 transfected, 24 h | AID 602396 | hit rate 0.13% among 360,000;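 active = inhibition above the mean inhibition of all tested compounds plus 3 SD, cut at about 73% in these data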;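 also: 0% = DMSO wells and 100% = reporter-only cells lacking LRH-1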
Target sequence (O00482 whole entry, looked up): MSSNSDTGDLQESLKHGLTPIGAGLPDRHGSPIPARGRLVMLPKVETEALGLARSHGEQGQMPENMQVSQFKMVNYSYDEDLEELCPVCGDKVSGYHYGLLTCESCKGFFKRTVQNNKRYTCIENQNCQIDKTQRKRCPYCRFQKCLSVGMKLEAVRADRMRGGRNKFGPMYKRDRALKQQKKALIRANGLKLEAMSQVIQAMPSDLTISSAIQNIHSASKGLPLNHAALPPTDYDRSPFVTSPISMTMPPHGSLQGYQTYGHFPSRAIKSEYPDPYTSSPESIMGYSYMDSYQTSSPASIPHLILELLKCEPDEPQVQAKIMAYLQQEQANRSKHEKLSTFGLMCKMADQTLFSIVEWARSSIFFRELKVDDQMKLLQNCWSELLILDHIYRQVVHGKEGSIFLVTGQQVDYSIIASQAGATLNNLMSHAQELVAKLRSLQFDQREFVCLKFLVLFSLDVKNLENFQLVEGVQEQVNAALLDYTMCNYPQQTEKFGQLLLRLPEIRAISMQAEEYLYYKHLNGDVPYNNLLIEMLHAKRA
SRC2 inh: inhibits human steroid receptor coactivator 2 | HEK293 GAL4-SRC2 luciferase reporter, luminescence | hit rate 0.17% among 370,000 | Q15596 | inhibition, % at 9 µM;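 active = inhibition above the mean inhibition of all tested compounds plus 3 SD, set per campaign, cut at about 52% in these data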;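 also: 0% = DMSO treated cells and 100% = cells given Gossypol at 36 µM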
CF NFkB inh: inhibitors of cystic fibrosis induced NF-kB | KKLEB NF-kB-GFP reporter, PAF-induced, GFP fluorescence overnight | inhibition, % at 5 µM | hit rate 0.86% among 360,000 | AID 588850;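 active = at least 50% inhibition at 5 µM, scaled per plate between neutral and stimulator controls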;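 also: PAF is a Pseudomonas aeruginosa culture filtrate used as stimulus; plate controls were PAF-stimulated DMSO wells for no effect and unstimulated DMSO wells for full effect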
TROY signal inh: blocks TROY-dependent signaling in reporter cells. AID 1347056. Q293 LMP1-TROYcd NF-kB luciferase reporter, 4 h. inhibition, % at 10 µM. hit rate 0.98% among 360,000;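 active = compounds whose plate-normalised and pattern-corrected inhibition of the luciferase reporter signal at the single screening dose is 50% or more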
TWEAK-Fn14 inh: TWEAK-Fn14 signaling inhibition | TWEAK-stimulated Fn14 reporter cells, luciferase luminescence, 8 h | inhibition, % at 10 µM | hit rate 2% among 360,000 | AID 1159606; in the data active = inhibition above about 50%
COUP-TFII inh: inhibitors of human COUP-TFII (NR2F2) | HEK293T NGFI-A luciferase reporter, luminescence | inhibition, % at 8.6 µM | hit rate 0.7% among 370,000;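 active = inhibition above a per-plate cutoff, mean inhibition of test wells between control levels plus 3 SD, cut at about 38% in these data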;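 also: cells cotransfected with COUP-TFII expression vector driving the NGFI-A reporter; 0% = median of COUP-TF2 test wells and 100% = reporter-only cells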
Target sequence (P24468 whole entry, looked up): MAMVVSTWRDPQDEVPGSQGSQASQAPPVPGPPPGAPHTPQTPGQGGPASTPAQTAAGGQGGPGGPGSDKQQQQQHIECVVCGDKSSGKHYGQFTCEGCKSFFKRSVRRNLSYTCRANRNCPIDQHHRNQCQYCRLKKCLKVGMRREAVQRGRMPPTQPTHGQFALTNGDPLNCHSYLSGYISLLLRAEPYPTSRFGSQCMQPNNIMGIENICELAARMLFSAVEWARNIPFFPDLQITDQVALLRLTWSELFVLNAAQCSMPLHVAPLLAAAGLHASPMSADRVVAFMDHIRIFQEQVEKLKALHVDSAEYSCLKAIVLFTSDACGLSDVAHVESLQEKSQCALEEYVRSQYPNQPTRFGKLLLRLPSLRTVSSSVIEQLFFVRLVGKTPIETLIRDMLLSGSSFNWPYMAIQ
An asterisk follows results filed as active; x = no result given. No enrichment for hits; about 4.2% have a hit in one of these screens.

A first look, 3 compounds:
SMILES	TRAIL sens C8	NCOA3 inh	LMP1 NFkB inh	SRC1 inh	KKLEB cytotox	NR5A2 inv ag	SRC2 inh	CF NFkB inh	TROY signal inh	TWEAK-Fn14 inh	COUP-TFII inh
CN(C)c1ccc(Cl)c(NC(N)=S)c1	3	-52	2	-11	-3	-32	-1	-4	-9	8	-11
O=c1cc(-c2ccc(Cl)cc2)[nH][nH]1	-5	5	6	-27	7	-4	10	-6	-10	0	4
CCOc1ccc(Oc2nc(C)cc(OC)n2)nn1	-1	-11	-8	0	-2	-10	-5	-8	13	9	-15

This part in full, repeating the preview:
SMILES	TRAIL sens C8	NCOA3 inh	LMP1 NFkB inh	SRC1 inh	KKLEB cytotox	NR5A2 inv ag	SRC2 inh	CF NFkB inh	TROY signal inh	TWEAK-Fn14 inh	COUP-TFII inh
CN(C)c1ccc(Cl)c(NC(N)=S)c1	3	-52	2	-11	-3	-32	-1	-4	-9	8	-11
O=c1cc(-c2ccc(Cl)cc2)[nH][nH]1	-5	5	6	-27	7	-4	10	-6	-10	0	4
CCOc1ccc(Oc2nc(C)cc(OC)n2)nn1	-1	-11	-8	0	-2	-10	-5	-8	13	9	-15
O=C(O)c1ccc(N/N=C/c2ccc3nccnc3c2)cc1	27	62*	82*	37	-15	41	68*	21	54*	102*	67*
O=C(NC1=NCCS1)c1ccc(F)c(S(=O)(=O)N2CCOCC2)c1	-1	-8	-2	-3	-9	-5	-14	-8	-4	-8	-3
CN1CCN(c2ccc(C(=O)NC3CCCCC3)cc2[N+](=O)[O-])CC1	7	9	-2	-11	-22	10	-21	-14	-24	-17	7
COCCCn1c(=O)c2sccc2n2c(CCCC(=O)NCc3ccccc3)nnc12	-17	20	-2	17	1	19	-15	-22	-16	7	-3
COc1cccc(NC(=O)CN2C(=O)NC(CCc3ccccc3)C2=O)c1 (centres undefined)	-7	1	-3	-20	-5	4	15	-5	-16	5	7
COc1cccc(C2C(C(=O)c3ccco3)=C(O)C(=O)N2CCCN2CCOCC2)c1OC (centres undefined)	1	10	-8	8	1	7	9	13	8	-3	0
COc1ccc(C(=O)N/N=C/c2ccccn2)cc1OC	-3	-1	0	0	-5	4	11	1	-28	-14	14
COc1cccc2cc3c(=O)n(-c4ccccc4)nc-3oc12	-8	-4	-14	6	-9	-12	13	-25	-5	-15	4
CC1CCCCC1NCC(=O)NCc1ccc(F)cc1 (centres undefined)	13	23	-5	-18	-15	-13	5	19	-4	-1	4
CCN(c1ccccc1)S(=O)(=O)c1ccc(Cl)c(NC(=O)CSc2nncn2C)c1	-3	3	-6	9	-15	21	3	-2	-7	12	-7
O=[N+]([O-])c1ccc(/C=N/Nc2nc(N3CCCCC3)nc(N3CCCCC3)n2)cc1	-11	2	-7	-8	4	-1	21	-12	-12	-4	-12
CCOC(=O)C(=NCC1CCCO1)NNc1cc(Cl)ccc1Cl (centres undefined)	-5	4	-3	-4	-14	-13	-26	3	-26	-10	-14
C[C@H](CO)N1C[C@H](C)[C@@H](CN(C)C(=O)CCCN(C)C)OCc2cn(nn2)CCCC1=O	-15	-2	6	-8	4	7	0	-1	-11	-40	-2
CCCN(Cc1ccccc1)C(=S)Nc1ccc(C(C)=O)cc1	15	15	1	-8	-4	-19	-22	-22	12	24	-5
Cn1nnc2cc(C(=O)Nc3cccnc3)ccc21	-7	6	-2	0	8	-2	5	-10	1	14	-30
COc1cc(C2=Nc3c(c(C)nn3-c3ccccc3)P(=O)(N3CCOCC3)O2)cc(OC)c1OC (centres undefined)	-8	-2	-1	5	-1	10	-3	-7	9	-12	10
CC(C)(C)NCC(O)Cn1cc(C=O)c2ccccc21 (centres undefined)	14	4	6	-9	-6	8	0	17	7	-20	-38
Cc1cccc(C)c1-n1nnnc1C(c1ccnc2ccccc12)N1CCCN(C(=O)OC(C)(C)C)CC1 (centres undefined)	-19	x	x	x	x	-21	11	x	10	15	-9
O=C(NNC(=O)c1cccnc1)c1ccncc1	-7	-5	-2	21	6	4	0	-6	6	19	3
CCOc1cccc(CN2CCCC(N3CCc4ccccc4C3)C2)c1O (centres undefined)	-27	-9	5	8	8	-10	-3	-12	9	6	-21
O=[N+]([O-])c1ccc(O)c(/C=N/NC(=S)Nc2ccc(Cl)cc2Cl)c1	23	14	24	0	-7	-32	-38	10	33	71*	-11
O=C(Nc1ccc(S(=O)(=O)Nc2ncccn2)cc1)c1cc([N+](=O)[O-])ccc1Cl	-19	-10	-4	6	2	-40	-20	-11	16	-1	5

(next part)
SMILES	TRAIL sens C8	NCOA3 inh	LMP1 NFkB inh	SRC1 inh	KKLEB cytotox	NR5A2 inv ag	SRC2 inh	CF NFkB inh	TROY signal inh	TWEAK-Fn14 inh	COUP-TFII inh
N#CCSc1nnc(CNc2cccc(Cl)c2)o1	-10	20	17	5	-5	-4	-10	-1	-10	-6	9
O=C(CSc1nnc(COc2ccc(Cl)cc2)o1)N1CCOCC1	5	33	-7	-4	7	12	0	-6	2	-3	-16
Cc1ccc(C(=O)C[n+]2cc(Br)cc(Br)c2)cc1[N+](=O)[O-]	16	-3	-9	-15	-1	4	9	0	0	16	2
Cc1cccc(N=C2NC(=O)/C(=C/c3cccnc3)S2)c1C	-11	22	5	-4	-2	18	19	24	25	14	3
COc1ccc(N2CCN(C(=O)c3ccc(CS(=O)c4cccc(C)c4)o3)CC2)cc1 (centres undefined)	20	-2	2	25	6	-8	-7	3	-25	0	13
CCCCN(C(=O)C(C)N1C(=O)c2ccccc2C1=O)c1c(N)n(CC(C)C)c(=O)[nH]c1=O (centres undefined)	-12	-39	0	-22	0	14	-2	15	4	-6	0
O=C(N/N=C/c1ccc2cccc(OCc3ccccc3)c2n1)c1ccc(Br)cc1	20	-2	-3	-8	-8	-18	3	12	14	66*	5
Cc1nn(-c2ccccc2)c2c1C1(C(=O)N(C)c3ccccc31)C(C#N)=C(N)O2 (centres undefined)	-7	4	-4	-49	-8	12	6	4	5	10	-3
CC(C)NCC(O)COc1ccc(Br)cc1 (centres undefined)	0	13	-8	11	5	15	1	2	-12	-22	1
COc1ccccc1-c1cnc(C(O)c2cc(C)c(OC)c(C)c2)[nH]1 (centres undefined)	8	3	x	-12	-10	7	2	22	15	5	-3
Nc1nc(CN2CCOCC2)cs1	-1	4	-14	-8	6	2	10	4	1	5	9
CCOc1ccc(C(=O)CCN2CCOCC2)cc1	-14	9	1	12	8	11	17	1	24	-7	5
CC(C)NS(=O)(=O)c1ccc(CCC(=O)Nc2ccc3c(c2)OCO3)cc1	-4	5	-10	3	14	-3	-36	-7	6	-14	-3
Cc1cccc(NC(c2ccc(O)cc2)c2ccc3ccc(C)nc3c2O)n1 (centres undefined)	-4	-10	9	16	-14	20	4	46	8	14	-8
COC(=O)C1=C(NC(=O)c2ccc(Br)cc2)CCS1	3	1	-26	0	-4	5	-36	2	3	-23	4
COc1ccc2nc(NC(=O)CSc3nnnn3C3CCCCC3)sc2c1	-24	-12	-29	-14	12	12	-11	10	-14	2	10
O=C(O)c1cccnc1Oc1ccccc1	-15	0	-1	2	-5	14	-27	-3	2	11	7
COc1ccc(C2=NN(c3ccc(C(=O)O)cc3)C(c3ccc(OC)c(OC)c3)C2)cc1 (centres undefined)	-23	10	1	4	-13	4	-19	30	8	-34	-6
Cc1cc2c(NC3CCCCC3)ncnc2s1	13	-1	7	11	-3	5	21	21	9	19	-1
COC(=O)c1cc(S(=O)(=O)NCCc2ccc(C)cc2)c[nH]1	10	5	11	-7	7	15	1	1	8	2	12
O=C(Nc1ccc([N+](=O)[O-])cc1)C1CC12CCC2 (centres undefined)	-3	-19	-8	-44	-2	-24	-56	-2	-15	-25	10
Cc1ccc(C2=NN(C(=O)CSc3nccn3C)C(c3ccco3)C2)cc1 (centres undefined)	11	-35	4	-2	-8	-6	-44	-29	4	4	16
CN1C(=O)c2c(sc3c2CC(C)(C)SC3)N2CCN=C12	-6	19	-2	8	-4	30	-2	3	5	-15	-17
COC(=O)c1ccc(C)c(NC(=O)CN(c2cc(OC)ccc2OC)S(C)(=O)=O)c1	1	-1	-78	8	-7	38	-10	16	-23	-10	15
CCOc1ccc(N2C(=O)CC(N3CCN(C4CCc5ccccc5C4)CC3)C2=O)cc1 (centres undefined)	6	12	4	1	6	6	11	-15	15	-4	-2

Carrying on:
SMILES	TRAIL sens C8	NCOA3 inh	LMP1 NFkB inh	SRC1 inh	KKLEB cytotox	NR5A2 inv ag	SRC2 inh	CF NFkB inh	TROY signal inh	TWEAK-Fn14 inh	COUP-TFII inh
Cc1ccccc1/[N+]([O-])=C/c1ccncc1	-9	4	-12	-8	4	13	-18	-4	-4	-8	-15
COc1ccc(C(=O)N2CCCC2(C)C(=O)O)cc1C(F)(F)F (centres undefined)	2	-19	x	-11	1	12	-19	16	6	0	-2
COC(=O)C1(Cc2cc(-c3ccc([N+](=O)[O-])cc3)no2)CCN(C(=O)OC(C)(C)C)CC1	9	2	10	-5	-15	9	-2	-3	16	2	-3
CCOc1ccc(CN2CCN(CC3CC3)CC2CCO)cc1 (centres undefined)	4	-5	-2	-5	-7	-1	-18	-11	-2	-9	-12
Cc1ccccc1NC(=O)CSC1=NCCN1	5	-18	-7	-5	12	5	-33	17	-1	-3	9
O=C(CSc1ccc(Cl)cc1)Nc1ccc(NC(=O)c2ccco2)cc1	1	-8	-8	-11	-26	7	-4	-5	-13	-21	14
OC(COc1cccc2ccccc12)CN1CCCC1 (centres undefined)	6	-2	-15	-8	-4	-10	-15	3	-5	-1	-2
Cc1ccc(-c2[nH]c(-c3ccc(C(=O)O)cc3)nc2-c2ccccc2)cc1	-10	17	4	-16	9	-14	-12	-10	2	34	5
O=C(COC(=O)C1CCN(S(=O)(=O)c2ccc3c(c2)OCCO3)CC1)Nc1cccc2ccccc12	-12	1	-3	5	0	-2	-15	16	-6	4	7
CN(C(=O)CSc1nc2[nH]ncc2c(=O)[nH]1)c1ccccc1	-2	16	-18	4	-8	2	-19	5	8	-26	-1
Cc1ccc(CN(C)C(=O)C2CCCN2C(=O)c2cccs2)o1 (centres undefined)	-15	6	3	0	-1	2	-3	0	-13	0	-5
CCCCSc1nnc([C@H](CC(C)C)NC(=O)OC(C)(C)C)o1	4	16	-1	-9	-7	25	-60	12	8	9	2
CCOC(=O)C1=C(C)NC(=O)NC1c1c(C)nn(-c2ccccc2)c1Cl (centres undefined)	10	2	6	4	-3	-14	-13	10	-4	-1	-6
COc1cccc(CNC(=O)CCC2CCCN(C(=O)c3cc(C)on3)C2)c1 (centres undefined)	-8	-7	-2	-8	3	-13	-6	-14	-7	-2	16
CCOc1ccc(N2C(=O)/C(=C/c3cccs3)N(CC(=O)OC)C2=S)cc1	19	21	4	3	-37	-8	1	28	-12	-35	4
O=C(O)CCC(=O)N1CC=C(c2ccccc2)CC1	4	6	-5	7	9	-12	8	9	9	5	-9
Cc1cccc(NC(=O)C2CCN(S(=O)(=O)c3cccc4cccnc34)CC2)n1	9	-27	-5	7	9	-13	-44	-17	4	-10	-6
S=C(NCCc1ccccc1)N1CCn2cccc2C1c1ccncc1 (centres undefined)	-7	15	4	3	16	-1	7	-8	-12	-6	7
N#CCCN1CCN(CCC#N)C1=S	-6	3	-11	-12	1	-2	-38	-2	-16	26	14

Assay outcomes as filed in PubChem BioAssay.
